Assay outcomes as filed in PubChem BioAssay.
CSN inh: inhibitors of CSN-mediated cullin deneddylation, primary screen, biochemical, fluorescence polarization, uHTS | Purified CSN, SCF-Nedd8-OG deneddylation | inhibition, % at 12.5 µM | actives 0.38% (n = 360,000);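 active = pattern-corrected inhibition above about 35%, with an unprinted fluorescence ratio check between 0.5 and 1.5, limit read from the data, passing the limit was not always enough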;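 also: 0% = enzyme with substrate and 100% = substrate without enzyme; some results filed as inactive read as strong as hits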
Target sequence (Q92905 whole entry, looked up, one chain of several): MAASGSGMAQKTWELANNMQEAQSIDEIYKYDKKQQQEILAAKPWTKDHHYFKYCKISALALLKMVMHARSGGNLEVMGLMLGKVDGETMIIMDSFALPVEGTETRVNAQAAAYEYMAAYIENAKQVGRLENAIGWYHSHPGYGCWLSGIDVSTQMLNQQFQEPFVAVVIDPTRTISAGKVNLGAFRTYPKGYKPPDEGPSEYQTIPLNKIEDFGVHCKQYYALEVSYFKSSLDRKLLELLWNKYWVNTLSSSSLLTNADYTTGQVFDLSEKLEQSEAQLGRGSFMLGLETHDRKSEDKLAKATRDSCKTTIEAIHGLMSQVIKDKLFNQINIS
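Assay system: purified human Csn5 enzyme expressed in HEK293T cells; measure: % inhibition; also added: SCFSkp2-Nedd8OG substrate at 10 nM final; technique: fluorescence polarization; times: reaction 90 min, room temperature; medium: Tris buffer pH 7.5, NaCl, DTT, Tween-20, trehalose, ovalbumin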
LMPTP inh: LMPTP phosphatase inhibitors, primary screen, biochemical, fluorescence intensity, uHTS | Low molecular weight phosphotyrosine protein phosphatase (Homo sapiens), P24666 | recombinant LMPTP-A, OMFP fluorogenic substrate | inhibition, % at 20 µM | actives 0.22% (n = 360,000) | AID 651560, 2012;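 active = compounds that cut the enzyme signal by at least half of the control window in the single-dose screen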;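 also: plate controls were DMSO wells with enzyme plus substrate for no effect and substrate without enzyme for full effect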
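test system = LMPTP-A | amount = 0.625 nM LMPTP-A final | reagent = fluorogenic phosphatase substrate OMFP at 400 µM final | incubation = 50 min at room temperature | benchmarks = no-enzyme low control, uninhibited high control | medium = Bis-Tris pH 6.0, DTT, detergent | signal = fluorescence intensity of OMFP turnover product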
DNMT1 inh: human DNMT1 methyltransferase inhibitors, primary screen, biochemical, molecular beacon, fluorescence, HinP1I cleavage, uHTS. DNA (cytosine-5)-methyltransferase 1 (Homo sapiens), P26358. inhibition (reported as % activation of signal), % at 10 µM. actives 0.83% (n = 360,000); in the data active = inhibition above about 50%
STEP inh: STEP phosphatase inhibitors, primary screen, biochemical, fluorescence intensity, uHTS; inhibition, % at 20 µM; actives 0.25% (n = 360,000); AID 588621, 2011; recombinant STEP, OMFP fluorogenic substrate;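 active = inhibition at 20 µM, scaled per plate between control wells, above about 37%, limit read from the data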;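 also: 0% = DMSO with enzyme and substrate and 100% = substrate only without enzyme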
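Assay system: isolated STEP enzyme / Timing: 20 min at room temperature, dark / Doses: 20 µM, 1% DMSO / Technique: fluorescence intensity, excitation 480 nm, emission 540 nm / Reagent: fluorogenic phosphatase substrate OMFP at 25 µM final / Measure: percent inhibition scaled to no-enzyme and uninhibited-enzyme controls, plate-pattern corrected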
NadD block: inhibitors of S. aureus NadD, primary screen, biochemical, colorimetric, uHTS | Nicotinate-nucleotide adenylyltransferase NadD (Staphylococcus aureus N315) | purified NadD enzyme, colorimetric absorbance read-out | inhibition, % at 20 µM | actives 0.78% (n = 360,000) | AID 602399, 2012; in the data active = inhibition above about 26%; also: some compounds past the cut are filed as inactive
MsrA inhibitor: bovine MsrA enzyme inhibitors, primary screen, biochemical, absorbance, HTS; inhibition, % at 15.5 µM; Methionine sulfoxide reductase A (Bos taurus); purified bovine MsrA, absorbance read-out; actives 0.75% (n = 360,000); in the data active = inhibition above about 4.5%;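 also: 0% = vehicle wells with enzyme and 100% = reference inhibitor wells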
Rpn11 inh: Rpn11 (PSMD14) deubiquitinase inhibitors, primary screen, biochemical, fluorescence polarization, uHTS | actives 0.59% (n = 360,000) | 26S proteasome non-ATPase regulatory subunit 14 (Homo sapiens), O00487 | calls only at 20 µM | human 26S proteasome, Ub4-pepOG fluorescence polarization; 20S core pre-blocked with epoxomicin | AID 588493, 2011;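 active = inhibition at 20 µM, scaled to each plate's controls, above about 33%, limit read from the data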
Target sequence (O00487 whole entry, looked up): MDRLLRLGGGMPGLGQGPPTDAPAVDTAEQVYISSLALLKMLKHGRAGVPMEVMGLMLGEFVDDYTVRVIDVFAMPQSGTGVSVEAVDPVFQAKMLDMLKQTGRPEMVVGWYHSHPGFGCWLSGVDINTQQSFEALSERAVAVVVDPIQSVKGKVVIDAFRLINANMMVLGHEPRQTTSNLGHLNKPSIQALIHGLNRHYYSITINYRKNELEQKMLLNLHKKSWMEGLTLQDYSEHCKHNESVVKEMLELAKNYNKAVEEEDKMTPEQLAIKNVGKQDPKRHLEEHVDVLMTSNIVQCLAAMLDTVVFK
SUMO1-SIM PPI: modulators of SUMO1 protein-protein interactions, primary screen, biochemical, uHTS. Small ubiquitin-related modifier 1 (Homo sapiens), P63165. actives 0.33% (n = 360,000). SUMO1 binding to a labelled peptide, TR-FRET, 1 h. inhibition, % at 20 µM; in the data active = inhibition above about 37%
Target sequence (P63165 whole entry, looked up): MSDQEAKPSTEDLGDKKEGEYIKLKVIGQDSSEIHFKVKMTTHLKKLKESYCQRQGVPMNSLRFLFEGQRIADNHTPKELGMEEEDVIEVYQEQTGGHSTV
TbMetRS inhib: T. brucei MetRS inhibitors, primary screen, biochemical, luminescence; methionyl-tRNA synthetase (Trypanosoma brucei brucei); purified T. brucei MetRS, ATP depletion, Kinase-Glo luminescence; inhibition, % at 11.9 µM; actives 0.4% (n = 360,000); AID 624268, 2012;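 active = inhibition above a per-plate cutoff of the control wells' mean inhibition plus 3 SD, cut at about 5.5% in these data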;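 also: 0% = DMSO wells median and 100% = median of wells with control inhibitor compound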
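Assay system: T. brucei methionyl-tRNA synthetase, purified | Medium: HEPES buffer with MgCl2, KCl, DTT, spermine, BSA, pyrophosphatase | Compound: 11.9 µM single point | Incubation: 15 min enzyme-compound preincubation, 2 h reaction, 10 min detection, 25 °C | Measured by: Kinase-Glo luciferase luminescence reporting remaining unconsumed ATP | Measure: % inhibition normalized to control-well medians | Replication: Singlicate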
Scp-1 inhibitor: Scp-1 phosphatase inhibitors, primary screen, biochemical, colorimetric, uHTS; Recombinant Scp1, phosphopeptide, malachite green phosphate absorbance; inhibition, % at 20 µM; actives 0.88% (n = 340,000); Carboxy-terminal domain RNA polymerase II polypeptide A small phosphatase 1 (Homo …;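 active = inhibition above about 50% at 20 µM, limit read from the data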;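 also: plate controls were DMSO wells with enzyme for no effect and wells lacking enzyme for full effect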
Target sequence (Q9GZU7 76-261 limits assumed): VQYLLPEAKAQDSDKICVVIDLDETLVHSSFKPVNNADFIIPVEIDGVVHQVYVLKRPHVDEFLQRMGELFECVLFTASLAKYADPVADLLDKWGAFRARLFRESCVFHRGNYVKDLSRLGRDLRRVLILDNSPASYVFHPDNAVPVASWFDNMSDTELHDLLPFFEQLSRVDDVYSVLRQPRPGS
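Test system: SCP-1 phosphatase catalytic domain, residues 76-261; measured by: colorimetric phosphate reagent with accelerator and stabiliser, absorbance at 630 nm; timing: enzyme reaction 45 min at room temperature, colour 5 min, stabilisation 30 min; also added: Phosphorylated 17-residue peptide substrate; compound dosing: one concentration, 20 µM, with 1.0% DMSO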
Active calls of the source: *.

Results for Cc1ccc2nc(N3CC(=O)Nc4ccccc43)nc(-c3ccccc3)c2c1 ?
CSN inh: 1; LMPTP inh: 0.2; DNMT1 inh: 19; STEP inh: 0; NadD block: 18; MsrA inhibitor: 0.3; Rpn11 inh: inactive; SUMO1-SIM PPI: 0; TbMetRS inhib: -0.5; Scp-1 inhibitor: -1

What do the screens show for `CC(OC(=O)c1c(F)cccc1F)C(=O)NCCC1=CCCCC1` (configuration not stated)?
CSN inh: 3; LMPTP inh: 0.6; DNMT1 inh: -1; STEP inh: -2; NadD block: -2; MsrA inhibitor: -0.1; Rpn11 inh: inactive; SUMO1-SIM PPI: 1; TbMetRS inhib: -0.4; Scp-1 inhibitor: 1

How did CCOC(=O)N1CCN(C(=O)C2CCN(C(=O)c3ccccc3C)CC2)CC1 do in these assays?
CSN inh: 3; LMPTP inh: 1.1; DNMT1 inh: 17; STEP inh: -1; NadD block: 19; MsrA inhibitor: -0.4; Rpn11 inh: inactive; SUMO1-SIM PPI: 5; TbMetRS inhib: -0.3; Scp-1 inhibitor: 20

How did Cc1cccc(NCCNc2cccc(C)c2)c1 do in these assays?
CSN inh: 1; LMPTP inh: -0.1; DNMT1 inh: -10; STEP inh: -2; NadD block: 9; MsrA inhibitor: 0.3; Rpn11 inh: inactive; SUMO1-SIM PPI: -3; TbMetRS inhib: 0.1; Scp-1 inhibitor: -2

What do the screens show for `Cc1nc(-c2ccccc2)cc(=O)[nH]1`?
CSN inh: 4; LMPTP inh: -0.5; DNMT1 inh: 2; STEP inh: -5; NadD block: 4; MsrA inhibitor: -0.4; Rpn11 inh: inactive; SUMO1-SIM PPI: 1; TbMetRS inhib: -1.4; Scp-1 inhibitor: -12

How did COCCCN(C(=S)Nc1cc(Cl)cc(Cl)c1)C(C)c1ccccn1 (configuration not stated) do in these assays?
CSN inh: 1; LMPTP inh: 0.6; DNMT1 inh: -2; STEP inh: 22; NadD block: -2; MsrA inhibitor: -0.5; Rpn11 inh: inactive; SUMO1-SIM PPI: 4; TbMetRS inhib: 0.2; Scp-1 inhibitor: 6

How did CC(=O)N1c2ccccc2Oc2cc3ccccc3cc21 do in these assays?
CSN inh: 0; LMPTP inh: 2.1; DNMT1 inh: 5; STEP inh: -1; NadD block: -5; MsrA inhibitor: -1.7; Rpn11 inh: inactive; SUMO1-SIM PPI: -9; TbMetRS inhib: -0.6; Scp-1 inhibitor: -6

What do the screens show for `Cc1ccc(-c2cc(NC(=O)CCl)n(-c3ccccc3)n2)cc1`?
CSN inh: -1; LMPTP inh: 0.9; DNMT1 inh: 10; STEP inh: 1; NadD block: -2; MsrA inhibitor: -0.2; Rpn11 inh: inactive; SUMO1-SIM PPI: 1; TbMetRS inhib: -0.7; Scp-1 inhibitor: -9

How did CNCc1c(OCc2ccccc2)ccc2ccccc12 do in these assays?
CSN inh: -2; LMPTP inh: -0.5; DNMT1 inh: 0; STEP inh: 2; NadD block: 4; MsrA inhibitor: 0.7; Rpn11 inh: inactive; SUMO1-SIM PPI: -10; TbMetRS inhib: -0.6; Scp-1 inhibitor: -2

How did CN(C(=O)c1cc2c(=O)n3ccccc3nc2s1)C1CCCCC1 do in these assays?
CSN inh: -1; LMPTP inh: 0.4; DNMT1 inh: 1; STEP inh: 2; NadD block: -1; MsrA inhibitor: 1.9; Rpn11 inh: inactive; SUMO1-SIM PPI: -24; TbMetRS inhib: -0.4; Scp-1 inhibitor: 7

What do the screens show for `O=C(Oc1ccc(-c2nnco2)cc1)N(c1ccccc1)c1ccccc1`?
CSN inh: -3; LMPTP inh: 0.2; DNMT1 inh: -1; STEP inh: -1; NadD block: -11; MsrA inhibitor: 0.3; Rpn11 inh: inactive; SUMO1-SIM PPI: -3; TbMetRS inhib: -0.5; Scp-1 inhibitor: 1

How did Cc1cc(NC(=O)CSc2nc3ccsc3c(=O)n2CCCC(=O)NCCc2ccccc2)no1 do in these assays?
CSN inh: -6; LMPTP inh: -0.6; DNMT1 inh: 1; STEP inh: 0; NadD block: -7; MsrA inhibitor: -0.7; Rpn11 inh: inactive; SUMO1-SIM PPI: 4; TbMetRS inhib: 0.1; Scp-1 inhibitor: -9

Results for CC1CN(CC(=O)N2CCc3[nH]c4ccccc4c3C2)CC(C)O1 (configuration not stated) ?
CSN inh: 4; LMPTP inh: 0.7; DNMT1 inh: -20; STEP inh: -1; NadD block: 7; MsrA inhibitor: -0.6; Rpn11 inh: inactive; SUMO1-SIM PPI: 0; TbMetRS inhib: -1.1; Scp-1 inhibitor: -6

Results for Cc1ccc(C(=O)NNC(=O)c2ccc(S(=O)(=O)N(C)c3ccccc3)cc2)cc1 ?
CSN inh: -3; LMPTP inh: -1.9; DNMT1 inh: 2; STEP inh: 4; NadD block: -10; MsrA inhibitor: -0.2; Rpn11 inh: inactive; SUMO1-SIM PPI: 7; TbMetRS inhib: -0.5; Scp-1 inhibitor: -2

What do the screens show for `CC(C)OC(=O)c1ccc2ccc(-c3ccccc3)nc2c1`?
CSN inh: 4; LMPTP inh: 3.1; DNMT1 inh: 9; STEP inh: 0; NadD block: -5; MsrA inhibitor: 0.3; Rpn11 inh: inactive; SUMO1-SIM PPI: -11; TbMetRS inhib: 0.6

Results for COc1ccc(CCN=CC2=C(O)CC(C)(C)CC2=O)cc1 ?
CSN inh: 2; LMPTP inh: -2.0; DNMT1 inh: 2; STEP inh: -1; NadD block: 6; MsrA inhibitor: -0.2; Rpn11 inh: inactive; SUMO1-SIM PPI: -1; TbMetRS inhib: 0.0; Scp-1 inhibitor: -5

Results for CCOc1ccc(N=C2SC(C(=O)Nc3ccccc3C#N)C(N)=C2C(=O)Nc2ccc(Cl)cc2)cc1 (configuration not stated) ?
CSN inh: 4; LMPTP inh: 2.6; DNMT1 inh: -32; STEP inh: 1; NadD block: 31*; MsrA inhibitor: 1.9; Rpn11 inh: inactive; SUMO1-SIM PPI: 4; TbMetRS inhib: 0.9; Scp-1 inhibitor: -2

Results for COCCSc1nnc(NC(=O)C(C)(C)C)s1 ?
CSN inh: 3; LMPTP inh: -1.1; DNMT1 inh: -1; STEP inh: 1; NadD block: 3; MsrA inhibitor: 0.5; Rpn11 inh: inactive; SUMO1-SIM PPI: 2; TbMetRS inhib: -0.3; Scp-1 inhibitor: -2

How did CCn1ncc(S(=O)(=O)N2CCN(c3cccc(OC)c3)CC2)c1C do in these assays?
CSN inh: -2; LMPTP inh: -1.2; DNMT1 inh: 0; STEP inh: 0; NadD block: -3; MsrA inhibitor: -0.5; Rpn11 inh: inactive; SUMO1-SIM PPI: 6; TbMetRS inhib: -0.1; Scp-1 inhibitor: 1

What do the screens show for `CCOC(=O)Cn1cnc2scc(-c3ccccc3)c2c1=O`?
CSN inh: 4; LMPTP inh: -0.4; DNMT1 inh: -1; STEP inh: -1; NadD block: -10; MsrA inhibitor: 0.1; Rpn11 inh: inactive; SUMO1-SIM PPI: 4; TbMetRS inhib: -0.4; Scp-1 inhibitor: -7

What do the screens show for `O=C(Cc1c(F)cccc1Cl)NNC(=O)Nc1ccc2c(c1)OCO2`?
CSN inh: 0; LMPTP inh: -0.1; DNMT1 inh: -1; STEP inh: -2; NadD block: 15; MsrA inhibitor: 0.4; Rpn11 inh: inactive; SUMO1-SIM PPI: 4; TbMetRS inhib: 0.6; Scp-1 inhibitor: -7

What do the screens show for `C/C(=C(\C#N)C(=O)NCCCN1CCOCC1)N(C)C`?
CSN inh: -3; LMPTP inh: -8.0; DNMT1 inh: -1; STEP inh: -11; NadD block: 7; MsrA inhibitor: 0.8; Rpn11 inh: inactive; SUMO1-SIM PPI: 13; TbMetRS inhib: -1.1; Scp-1 inhibitor: 3

How did COc1ccc(NC(=O)c2cn3c(nc4ccccc43)c(C#N)c2C)cc1 do in these assays?
CSN inh: 2; LMPTP inh: -1.3; DNMT1 inh: 12; STEP inh: 1; NadD block: 4; MsrA inhibitor: 0.2; Rpn11 inh: inactive; SUMO1-SIM PPI: -5; TbMetRS inhib: -0.1; Scp-1 inhibitor: -1

What do the screens show for `CCN1CCN(c2nc(Nc3cccc(C)c3)nc(N)c2[N+](=O)[O-])CC1`?
CSN inh: 1; LMPTP inh: 0.2; DNMT1 inh: -8; STEP inh: 2; NadD block: -3; MsrA inhibitor: 2.4; Rpn11 inh: inactive; SUMO1-SIM PPI: 1; TbMetRS inhib: 0.0; Scp-1 inhibitor: -9

Results for Cc1ccc(-c2nnn(CC(=O)N(CC(=O)NC3CCCC3)c3cnc4ccccc4c3)n2)o1 ?
CSN inh: 0; LMPTP inh: -0.3; DNMT1 inh: -1; STEP inh: 2; NadD block: 2; MsrA inhibitor: -1.1; Rpn11 inh: inactive; SUMO1-SIM PPI: 0; TbMetRS inhib: 0.3; Scp-1 inhibitor: -4

What do the screens show for `N#CCCN(C(=O)COC(=O)CCC(=O)c1ccc(F)cc1)c1ccccc1`?
CSN inh: -5; LMPTP inh: -0.6; DNMT1 inh: 0; STEP inh: -2; NadD block: 3; MsrA inhibitor: -0.2; Rpn11 inh: inactive; SUMO1-SIM PPI: -2; TbMetRS inhib: 0.3; Scp-1 inhibitor: -2

How did CNC(=S)NNC(=O)COc1ccc(C)c(C)c1 do in these assays?
CSN inh: 3; LMPTP inh: -1.4; DNMT1 inh: 2; STEP inh: -5; NadD block: 1; MsrA inhibitor: 0.8; Rpn11 inh: inactive; SUMO1-SIM PPI: -2; TbMetRS inhib: 0.0; Scp-1 inhibitor: -5

Compounds as they come. Share with any hit: about 3.9%.
